ABHD4 inh: ABHD4 inhibitors, primary screen, biochemical, fluorescence polarization, mouse; (Lyso)-N-acylphosphatidylethanolamine lipase (Mus musculus), Q8VD66; purified mABHD4, FP-Rh probe fluorescence polarization; actives 0.54% (n = 370,000); inhibition, % at 8.92 µM; AID 720543, 2013;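 active = inhibition exceeding the mean over every tested compound plus 3 SD, cut at about 30% in these data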;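 note: 0% = plate median of compound wells and 100% = S159A mutant with DMSO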
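Assay system: mouse ABHD4 enzyme, wild type / Also added: fluorescent activity-based probe FP-Rh / Doses: single nominal dose of 8.92 µM, 0.89% DMSO final / Timing: 45 min compound pre-incubation plus 60 min probe step, 25 °C / Signal: FP readout, ex 525 nm / em 598 nm / Control set: S159A mutant/DMSO as 100%, compound-well median as 0%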
rCAG binder: binders of r(CAG) RNA repeats, primary screen, biochemical, fluorescence | r(CAG) RNA repeat, TO-PRO-1 dye displacement fluorescence | inhibition, % at 3 µM | actives 1.3% (n = 370,000) | AID 651821, 2012;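 active = inhibition above the plate cutoff, the mean of all test compounds on that plate plus 3 SD, cut at about 35% in these data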;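 note: 0% = DMSO alone and 100% = 100 µM mitoxantrone as full dye displacement; higher means more dye released from RNA so lower well fluorescence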
LEDGF integ inh: blockers of LEDGF/p75-dependent integrase strand transfer – biochemical, TR-FRET, high throughput, primary screen; HIV-1 integrase (with human LEDGF/p75); TR-FRET IN-LEDGF/p75 DNA integration, Eu/Cy5; inhibition, % at 3.7 µM; actives 0.64% (n = 370,000); AID 743269, 2014;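 active = inhibition above the screen-wide mean plus 3 SD, cut at about 13% in these data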;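 note: signal is the Cy5 over europium emission ratio at 671 and 618 nm; 0% = plate median of compound wells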
HTRA1 inhibitor: HTRA1 serine protease inhibitors, primary screen, biochemical, fluorescence polarization, HTS; Q92743; recombinant HTRA1, FP-rhodamine activity-based probe; inhibition, % at 5.96 µM; actives 0.5% (n = 340,000); AID 504803, 2011; in the data active = inhibition above about 36%;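 note: 0% = enzyme with DMSO and 100% = wells lacking enzyme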
SIAE primary: human SIAE inhibitors, primary screen, biochemical, fluorescence polarization, FP-Rh probe, 1536-well HTS; Sialate O-acetylesterase (Homo sapiens), Q9HAT2; SIAE FP-Rh probe binding; inhibition, % at 9.66 µM; actives 0.69% (n = 370,000); AID 1053197, 2014;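 active = inhibition above a cutoff: mean of compounds within the control limits plus 3 SD of those, cut at about 17% in these data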;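 note: 0% = plate median of compound wells and 100% = probe without SIAE protein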
Target sequence (Q9HAT2 whole entry, looked up): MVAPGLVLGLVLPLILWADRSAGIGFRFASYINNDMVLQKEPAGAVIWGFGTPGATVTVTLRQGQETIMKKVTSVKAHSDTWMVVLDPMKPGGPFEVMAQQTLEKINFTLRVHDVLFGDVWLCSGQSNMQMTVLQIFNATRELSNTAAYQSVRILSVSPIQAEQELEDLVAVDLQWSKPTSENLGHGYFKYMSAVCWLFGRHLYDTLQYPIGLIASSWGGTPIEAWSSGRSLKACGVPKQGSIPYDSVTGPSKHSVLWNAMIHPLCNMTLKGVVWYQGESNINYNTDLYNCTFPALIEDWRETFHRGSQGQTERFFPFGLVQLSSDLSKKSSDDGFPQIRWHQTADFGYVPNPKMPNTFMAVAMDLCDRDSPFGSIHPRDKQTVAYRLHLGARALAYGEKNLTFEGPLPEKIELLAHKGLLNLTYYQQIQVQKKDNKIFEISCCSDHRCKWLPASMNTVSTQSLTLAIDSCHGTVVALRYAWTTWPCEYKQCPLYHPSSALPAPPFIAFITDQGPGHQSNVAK
TDP2 inh: human TDP2 enzyme inhibitors, primary screen, biochemical, epi absorbance, recombinant enzyme; T5PNP hydrolysis, p-nitrophenol absorbance 415 nm; inhibition, % at 12.8 µM; actives 0.34% (n = 370,000);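 active = inhibition above the mean of all tested compounds plus 3 SD, set per campaign, cut at about 25% in these data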;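 note: 0% = DMSO with enzyme and 100% = buffer with substrate but no TDP2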
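Test system: Human TDP2 enzyme | Reagent: 5 mM T5PNP | Compound dosing: 12.8 µM single point, 1% DMSO | Incubation: Enzyme reaction with compound for 2 h at 37 °C | Technique: p-Nitrophenol epi absorbance | Read-out: % inhibition relative to enzyme-containing and enzyme-free wells | Benchmarks: High control without enzyme, low control DMSO plus TDP2 | Replicates: Singlicate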
PRMT1 FP inh: PRMT1 methyltransferase inhibitors, primary screen, biochemical, fluorescence polarization; Protein arginine N-methyltransferase 1 (Homo sapiens), Q99873; recombinant PRMT1, activity-based probe fluorescence polarization; inhibition, % at 2.79 µM; actives 1.3% (n = 370,000); AID 652257, 2013;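 active = inhibition above about 21% made by adding two undisclosed values, limit read from the data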
TCR-CD3 inh: inhibitors of human TCR-CD3 interaction, primary screen, biochemical, fluorescence, TAMRA-labeled TCR probe | inhibition, % at 9.4 µM | actives 0.37% (n = 360,000) | T-cell receptor (TCR); in the data active = inhibition above about 19%;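 note: recombinant mutant TCR 2C K166C tagged with TAMRA read by polarization; 0% = receptor in buffer alone and 100% = receptor with positive control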
NPR2 activator: human GC-B receptor activators, primary screen, HEK293 GC-B cells, cGMP TR-FRET, EC30 CNP; activation, % at 10 µM; 0% at EC30 CNP, 100% saturating CNP; actives 0.11% (n = 370,000); AID 1920062, 2024; Atrial natriuretic peptide receptor 2 (Homo sapiens), P20594;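 active = activation at 10 µM reaching about 35% in either raw or pattern-adjusted values, limit read from the data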
MBD2 DNA inh: inhibitors of MBD2 binding to methylated DNA, primary screen, biochemical, TR-FRET, DNA-binding domain, human. actives 0.31% (n = 370,000). Methyl-CpG-binding domain protein 2 (Homo sapiens), Q9UBB5. MBD2 binding to methylated oligonucleotide. inhibition, % at 4.4 µM; in the data active = inhibition above about 13%
Target sequence (Q9UBB5 whole entry, looked up, the tested form may be a part): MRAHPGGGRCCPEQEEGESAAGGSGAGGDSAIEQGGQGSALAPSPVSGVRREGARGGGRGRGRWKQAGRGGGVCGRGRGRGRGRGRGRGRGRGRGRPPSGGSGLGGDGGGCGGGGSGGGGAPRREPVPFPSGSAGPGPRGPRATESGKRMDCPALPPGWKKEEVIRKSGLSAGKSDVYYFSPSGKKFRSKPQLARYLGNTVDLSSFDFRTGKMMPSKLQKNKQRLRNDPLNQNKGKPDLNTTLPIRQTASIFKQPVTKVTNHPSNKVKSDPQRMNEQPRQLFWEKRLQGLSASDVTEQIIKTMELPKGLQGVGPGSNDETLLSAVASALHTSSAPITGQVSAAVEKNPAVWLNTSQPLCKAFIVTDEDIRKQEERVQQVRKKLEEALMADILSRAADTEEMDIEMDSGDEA
The depositor's hits bear a star; x = not tested or not shown.

SMILES	ABHD4 inh	rCAG binder	LEDGF integ inh	HTRA1 inhibitor	SIAE primary	TDP2 inh	PRMT1 FP inh	TCR-CD3 inh	NPR2 activator	MBD2 DNA inh
CCCCCNC(=O)c1ccccc1SC	0	-4	0	7	-11	5	0	-3	4	5
CC1CC(C)CN(CCCNC(=O)C2CCCN(S(=O)(=O)N3CC(C)CC(C)C3)C2)C1 (stereo not given)	4	-10	-1	-1	1	11	-1	0	-1	7
COC(=O)C(NC(=O)c1ccccc1)(Nc1cc(C)cc(C)n1)C(F)(F)F (stereo not given)	-3	-5	2	-6	0	-9	-2	-5	1	-6
CCOC(=O)CSc1nnc(NC(=O)NC(C)C)s1	8	4	0	1	4	11	-1	4	-3	4
O=C(O)CC(CC(=O)N1CCOCC1)c1ccccc1 (stereo not given)	-1	-3	-1	2	3	8	1	1	1	-4
CC(=O)N(Cc1ccccc1)C1CC(=O)N(Cc2ccccc2)C1=O (stereo not given)	3	-1	1	5	-1	-4	9	-1	4	6
Cc1cccc(/C(N)=N/OC(=O)c2ccncc2)c1	0	-2	-2	-3	-4	-1	0	3	-6	-1
CN(CC(=O)Nc1cccc(F)c1)C(=O)CCNC(=O)c1ccco1	-4	2	-6	2	3	-8	2	-9	-4	3
CC(C)n1c(SCC(=O)Nc2ccccc2)nc2c1c(=O)[nH]c(=O)n2C	-2	0	1	-1	3	-8	-4	-1	-2	-4
Cc1occc1-c1n[nH]c(=S)n1C	-3	-1	0	9	5	-8	0	2	1	-7
COc1ccc([N+](=O)[O-])cc1N(CC(=O)Nc1ccccc1C(=O)NC(C)C)S(C)(=O)=O	-3	-1	-1	3	11	2	-1	5	3	-1
COC(=O)C1=C(C)N(Cc2ccccc2C(F)(F)F)C(=NCc2ccc(OC)cc2)NC1c1ccc(F)cc1 (stereo not given)	21	8	4	x	-5	-10	-7	-3	-17	-5
Cc1ccccc1N/N=C1\CCCNC1=O	-5	3	3	4	1	5	2	0	1	1
CC(=O)Nc1ccc(NC(=O)C2(C)Cc3c(-c4cccc(NC(C)=O)c4)ccnc3O2)cc1 (stereo not given)	5	-1	-3	x	-3	3	1	-8	1	-3
CC(C)c1ccccc1NC(=O)COC(=O)Cc1c[nH]c2ccccc12	4	-4	0	2	1	1	-1	5	4	-4
CCCNC(=O)NCCc1ccncc1	6	-1	-1	6	-3	0	-1	0	7	4
COCCN(C(=O)COC(=O)c1cccnc1SC)c1c(N)n(Cc2ccccc2)c(=O)[nH]c1=O	-7	2	5	5	-5	-9	-1	1	3	2
NC1=NN(c2ccccc2)C(=O)C1	7	6	-2	2	6	-5	-2	-1	5	-5
Cn1nc(Oc2ncc(C(F)(F)F)cc2Cl)cc1C(F)(F)F	-3	1	-10	3	1	-2	-4	8	2	-9
O=C(/C=C/c1ccco1)Nc1cccc(C(=O)Nc2ccccc2C(=O)O)c1	-61	67*	19*	-77	-64	28*	26*	6	-5	12
Cc1ccc(S(=O)(=O)c2nc(Nc3ccccc3C#N)sc2Cl)cc1	6	4	-2	-4	-24	-12	0	11	-10	-1
COc1cc(/C=C/C(=O)OCC(=O)NCCc2ccccc2)ccc1OC(F)F	-4	-8	1	-9	-2	-7	-2	3	-1	-3
O=C(Cn1c(=O)n(Cc2ccco2)c(=O)c2ccccc21)Nc1cccc(Cl)c1	-1	9	1	-23	-9	-6	12	-4	3	3
Cc1cccc(CN2CCN(C(=O)CCl)CC2)c1	10	-3	0	2	2	14	-1	6	1	2
CCOc1cccc(C(=O)Nc2cc(C)ccc2NC(=O)c2ccco2)c1	-1	0	-3	-14	1	4	2	-5	-4	1
COC(=O)CCN(C(C)=O)c1ccc(N)cc1	4	-2	-3	4	-1	2	-3	7	-2	4
CN1CCC(N(C)S(=O)(=O)c2ccc(NC(=O)c3ccc(S(=O)(=O)N(C)C)cc3)cc2)CC1	-1	1	-5	-1	-2	5	3	-5	1	2
COC(=O)c1ccc(COC(=O)CNC(=O)c2cccs2)cc1	2	-3	-2	1	-4	-2	-3	5	1	3
O=C(Nc1ccc(OC(F)F)cc1)c1ncc(Cl)c(Cl)c1Cl	0	-1	-5	-5	-3	-3	1	-13	-3	13
NC(c1csc(NC(=O)Nc2cccc(Cl)c2)n1)C1CCCCC1 (stereo not given)	10	47*	7	x	-5	-1	0	6	4	-4
CC(=O)c1ccc(NS(=O)(=O)c2cc(-c3cnc(C4CC4)o3)ccc2C)cc1	-4	27	-1	-6	-1	-24	-3	7	-4	-6
O=C(C1CCCN(S(=O)(=O)c2cc(Cl)ccc2Cl)C1)N1CCCCCC1 (stereo not given)	0	-5	4	-5	-3	-3	-1	10	1	1
O=C(OCC(=O)N(CCc1ccccc1)Cc1ccccc1)c1ccccc1[N+](=O)[O-]	-3	-5	4	-24	3	-7	-2	6	-6	3
CC1=NN2C(=N)/C(=C\c3cc(C)n(-c4ccccc4)c3C)C(=O)N=C2S1	2	5	0	7	5	2	0	-4	-2	3
CCn1c(SCC(=O)O)nnc1-c1cccnc1	-4	-3	1	-5	-12	-1	-4	4	0	-1
CCN(c1ccc(OC)cc1)S(=O)(=O)c1ccc2c(c1)NC(=O)CS2	10	-1	0	-5	8	-3	2	-6	-12	-6
CC(C)(C)c1ccc(OCC(=O)NNC(=O)CCc2ccccc2)cc1	-14	-4	9	-4	-6	-1	6	-5	5	8
CC(NC(=O)Nc1nccs1)(C(F)(F)F)C(F)(F)F	-4	0	2	-1	2	-3	0	6	1	-4
CCc1nnc(SCC(=O)N2CCc3ccccc32)n1CC	-2	-6	5	-1	-7	-4	-3	-2	-1	-2
COc1cccc(CNC(=O)C2CCN(S(=O)(=O)N3CC(C)CC(C)C3)CC2)c1 (stereo not given)	4	-4	-3	1	2	-7	-2	5	2	-2
O=c1/c(=C/c2ccccn2)sc2n1CN(c1ccccc1)CN=2	10	2	3	3	8	-6	1	3	-1	2
COc1cccc(/C(O)=C2/C(=O)C(=O)N(Cc3cccnc3)C2c2ccco2)c1 (stereo not given)	8	2	0	2	1	7	1	7	-6	3
CCOC(=O)C1CCCCN1Cc1ccc(OC)c(OC)c1OC (stereo not given)	16	-7	-3	10	2	11	4	-7	7	6
Cc1ccc(N(C(=O)c2snc(C(N)=O)c2N)C(C(=O)NCC2CCCO2)c2ccc3ncccc3c2)cc1 (stereo not given)	4	3	-2	2	12	12	6	-3	-7	7
CCOc1cc(S(=O)(=O)NCc2ccc(OC)cc2)c(OCC)cc1-n1cnnn1	7	-5	-3	-10	-2	5	-2	4	-5	4
N/C(=N\N=C\c1ccc(Br)o1)c1nonc1N	-12	1	-2	-4	2	30*	-2	1	1	3
CC1=C(c2ccc(C(C)C)cc2)S(=O)(=O)N=C1N1CCN(C(=O)c2ccco2)CC1	-2	2	-4	-8	4	-3	3	-3	5	-6
CCC(=O)N1CCC1(C)C(=O)Nc1ccc2c(c1)CCN2C(C)=O (stereo not given)	-1	1	2	x	4	3	1	-7	0	-3
COc1ccc(C)cc1S(=O)(=O)N1CCN(C(=O)c2ncoc2-c2ccccc2F)CC1	3	-3	-8	0	-3	-3	2	-6	-3	3
CCn1c2ccccc2c2nnc(NN)nc21	-3	7	0	7	-12	9	0	-3	3	-8
Continued.
SMILES	ABHD4 inh	rCAG binder	LEDGF integ inh	HTRA1 inhibitor	SIAE primary	TDP2 inh	PRMT1 FP inh	TCR-CD3 inh	NPR2 activator	MBD2 DNA inh
COC(=O)c1cc(Cc2ccc(N)c(C(=O)OC)c2)ccc1N	2	0	-1	-10	3	5	0	-3	-2	3
COc1ccccc1CNC(=O)CNC(=O)[C@@H]1Cc2ccccc2CN1	-4	0	3	0	10	12	-4	0	2	-2
CCN(CC)CC(=O)Nc1cccc2c1C(=O)c1ccccc1C2=O	5	10	-2	12	1	14	-1	2	0	2
O=C(NCC1CCCO1)C1CCN(C2CCN(CCCC3CCCC3)CC2)CC1 (stereo not given)	1	-7	-5	3	-1	-3	0	-8	-5	8
CC1Cc2ccccc2N1C(=S)NC(=O)C1(C)CC1(Cl)Cl (stereo not given)	-6	2	2	-1	7	21	-1	3	9	-1
CN1C(=O)N(C)C(NC(=O)Nc2ccccc2)C1NC(=O)Nc1ccccc1 (stereo not given)	6	2	1	0	0	-1	0	2	4	2
O=C(c1ccc([N+](=O)[O-])cc1)n1nc(-c2ccccc2)nc1NCc1ccc(F)cc1	-8	2	3	10	3	-4	4	5	5	-4
O=C(O)/C=C/C(=O)NCC1CCC(CNC(=O)/C=C/C(=O)O)CC1 (stereo not given)	-4	-4	2	x	9	-14	7	5	-1	-2
Cc1ccc(Cl)cc1NC(=O)COC(=O)c1ccc(CN2CCCC2=O)cc1	1	4	5	8	-6	-3	-6	4	6	-5
C/C(=N\NC(=O)c1c(Cl)cnn1C)c1ccc(NC(=O)c2ccc(Br)o2)cc1	-1	-4	2	-10	-1	-4	-5	7	-6	-4

Sorted by value in SIAE primary (smallest number first): three of the compounds above
SMILES	SIAE primary
O=C(Cn1c(=O)n(Cc2ccco2)c(=O)c2ccccc21)Nc1cccc(Cl)c1	-9
COC(=O)CCN(C(C)=O)c1ccc(N)cc1	-1
COc1cccc(CNC(=O)C2CCN(S(=O)(=O)N3CC(C)CC(C)C3)CC2)c1 (stereo not given)	2

(listing goes on)
SMILES	ABHD4 inh	rCAG binder	LEDGF integ inh	HTRA1 inhibitor	SIAE primary	TDP2 inh	PRMT1 FP inh	TCR-CD3 inh	NPR2 activator	MBD2 DNA inh
Cc1ccc2oc(=O)n(Cc3ccccc3OC(C)C)c2c1	-15	-6	1	-25	-1	-1	-1	-5	-2	6
Cc1cc(C(=O)N2CCN(c3ncccn3)CC2)cs1	12	-4	1	-2	-2	10	3	-4	2	17*
COc1ccccc1C(=O)N(Cc1ccc(Cl)cc1)C1CCS(=O)(=O)C1 (stereo not given)	1	-4	0	-1	-2	2	1	8	-8	0
CCC(CC)C(=O)N=C1SC2CS(=O)(=O)CC2N1CCc1ccc(OC)c(OC)c1 (stereo not given)	-3	-10	0	1	-2	4	-6	7	-15	-1
CCN1CCN(c2nc(N)c([N+](=O)[O-])c(Nc3cccc(C)c3)n2)CC1	0	0	-1	-8	-1	-1	2	-2	-4	0
CC(=O)c1c(N2CCN(Cc3ccccc3)CC2)nc(=S)n(Cc2ccccc2)c1C	-7	-4	-3	8	6	-3	12	4	0	-1
O=C(NCCC1=CCCCC1)C1CCC(CNS(=O)(=O)c2ccccc2)CC1 (stereo not given)	6	-5	-3	1	-3	-7	-4	6	5	-7

Only part of the results is shown; rates above refer to the full screens.
